Compound activity from PubChem.
IL1B secr inh – inflammasome signaling inhibition, IL-1 beta readout | AID 743279 | 360,000 compounds, 4.7% hits | activity change, % at 57.5 µM | THP-1 LPS/ATP IL-1B secretion, AlphaLISA, 16 h; active compounds read low; in the data active = activity change below about -50%; inconclusive = mostly about -30% to -49%; also: % is scaled to controls: 0 for no effect and ±100 for the full control effect
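Secreted IL-1B measured by AlphaLISA bead assay after 16 h compound exposure of THP-1 cells; compounds (final up to 57.5 uM) added 1 h before LPS (250 ng/mL) and ATP (1.25 mM) stimulation; lower signal means less secretion.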
HT1080-NT tox – kills 2HG-producing HT-1080-NT fibrosarcoma cells | HT-1080-NT fibrosarcoma viability, CellTiter-Glo ATP luminescence, 48 h | Potency, µM (series often up to 46.1 µM), for the others: at the highest dose activity, negative = less viability, hits mostly cytotoxic | 360,000 compounds, 1.6% hits | AID 686970;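 also: NT is the 2HG producing partner of a matched IDH1 knockdown line; potency is read from the fitted curve at half-maximal effect; 0% = DMSO-treated cells and -100% = media-only wells without cells; nearly all actives have a fitted effect of over 55% in size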
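Luminescent CellTiter-Glo readout after 48 hours of compound exposure at 37 degrees C defined viability of HT-1080-NT cells. Activity was normalized to DMSO wells and cell-free media wells; concentration-response curves were fitted and assigned curve classes.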
HepG2 viability – kills HepG2 cells in TGF-b inhibitor counter-screen; AID 588856; HepG2 CAGA-GFP viability, ATP luminescence, 18 h; Potency, µM (series often up to 46.1 µM), inactives show at the top dose activity change, negative = cytotoxicity, actives largely listed as cytotoxic; 410,000 compounds, 0.76% hits; also: potency is read from the fitted curve at half-maximal effect; some results filed as inactive show a strong effect at the top dose
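HepG2 CAGA-GFP cells (1000/well, DMEM with 1% FBS) received compound, then TGF-beta at 500 pg/mL final, and were incubated 18 hours at 37 degrees C. Viability was read by CellTiter-Glo luminescence. Media-only wells were set as complete cell-killing and DMSO as no toxicity.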
ATXN2 expr inh – ATXN2 expression inhibition. HEK-293 ATXN2-luciferase reporter, luminescence, 24 h. Potency, µM (highest dose often 57 µM), without a hit: top-dose activity change, negative = inhibition, hits mostly inhibitors. 360,000 compounds, 0.72% hits. AID 1745845; also: potency is read from the fitted curve at half-maximal effect; % is scaled to controls: 0 for no effect and ±100 for the full control effect; nearly all actives have a fitted effect of over 55% in size
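ATXN2-luciferase reporter cells (luciferase flanked by upstream and downstream ATXN2 gene portions) were treated 24 h at 37 °C with compounds at up to 57 uM. SteadyGlo luminescence gave expression; GF-AFC fluorescence gave viability.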
HT1080 IDH1KD tx – HT-1080 IDH1 knockdown cell toxicity (counter line); HT-1080 IDH1 knockdown viability, ATP luminescence, 48 h; Potency, µM (top dose mostly 46.1 µM), inactives show at the highest dose activity, negative = toxicity, most hits filed as cytotoxic; 360,000 compounds, 2% hits; AID 686971;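 also: potency is read from the fitted curve at half-maximal effect; 0% = DMSO wells and -100% = cell-free medium wells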
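HT-1080-IDH1KD cells (IDH1 knocked down), 750/well in RPMI with 5% FBS, treated with compound 48 h at 37 degrees C. Viability by CellTiter-Glo luminescence, normalised to DMSO and no-cell wells; concentration-response curves classed.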
KB-3-1 cytotox – kills parental KB-3-1 adenocarcinoma cells | KB-3-1 viability, CellTiter-Glo ATP luminescence, 72 h | 400,000 compounds, 1.4% hits | Potency, µM (highest dose often 46.1 µM), inactives show at the highest dose activity change, negative = cytotoxic, most hits filed as cytotoxic; also: potency is read from the fitted curve at half-maximal effect; % is scaled to controls: 0 for no effect and ±100 for the full control effect; nearly all actives have a fitted effect of over 60% in size
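Viability of parental KB-3-1 cells, measured by CellTiter-Glo luminescence, followed a 72 h incubation at 37 °C with pinned compounds in phenol-red-free DMEM containing 10% FBS.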
SW480 rereplic – inducers of DNA re-replication in SW480 colon cancer cells; SW480 DNA re-replication, Hoechst DNA content imaging, 48 h; Potency, µM (titrated, usually from 46.1 µM), for inactives: at the top dose re-replication activation, actives largely listed as activators; 340,000 compounds, 1.8% hits; also: potency is read from the fitted curve at half-maximal effect; % of control where 0% means no effect; nearly all actives have a fitted effect of over 55% in size
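Cells (250 per well) received 23 nL compound or DMSO by pin tool and were kept 48 hr at 37 C, 5% CO2. Nuclei were then stained with Hoechst for 40 min and scanned for DNA content.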
MCF10A rerep – inducers of DNA re-replication in MCF 10A breast cells | 350,000 compounds, 2.9% hits | Potency, µM (highest dose often 46.1 µM), inactives show at the highest dose activity, positive = re-replication, actives largely listed as activators | AID 624296 | MCF 10A DNA re-replication, Hoechst nuclear intensity, 48 h; also: potency is read from the fitted curve at half-maximal effect; % of control where 0% means no effect; nearly all actives have a fitted effect of over 50% in size
ATXN viability – viability counter-screen for ATXN expression inhibitors. S2 cells (HEK-293 line with an ATXN2-luciferase reporter) viability, CellTiter-Fluor protease fluorescence, 24 h. Potency, µM (highest dose often 56.7 µM), most hits filed as cytotoxic. 400,000 compounds, 0.49% hits. AID 651635; also: potency is read from the fitted curve at half-maximal effect; nearly all actives have a fitted effect of over 40% in size
Active calls of the source: *; i = inactive; ? = inconclusive; · = not tested or not shown; & = joins results of further samples; [ ] = dose if it differs, or a comment. Unless noted, calls follow the shape of the dose curve; as a rule, active = well fitted curve in the direction sought with a large enough effect; inconclusive = small, poorly fitted or top-dose-only effect, or another doubt; inactive = no such curve, though single readings can be large; an effect the other way counts as inactive or inconclusive.

Molecule,IL1B secr inh,HT1080-NT tox,HepG2 viability,ATXN2 expr inh,HT1080 IDH1KD tx,KB-3-1 cytotox,SW480 rereplic,MCF10A rerep,ATXN viability
COc1cccc(CNC(=O)CSC2=Nc3ccccc3N=C(c3ccc(F)cc3)C2)c1,·,·,-23.9%,-23.3%,·,-7.3%,·,·,?
C/C(=C\C(=O)c1ccc(C)cc1)Nc1cccc(O)c1,-2.3,-19.3%,-46.8%,64.3%[activator],-25.0%,4.1%,-2.5%,1.6%,i
COc1ccc(S(=O)(=O)N2CC(=O)Nc3ccccc32)cc1,12.9,-9.0%,-2.2%,3.9%,-5.6%,-2.7%,24.4%,-1.3%,i
Cc1[nH]n(-c2cccc(Cl)c2)c(=O)c1-c1ccc(Cl)cc1,?,?,-40.7%,-4.3%,?,?,-10.9%,?,?
COc1cccc(N=Nc2c(=O)[nH]n3c(C)cc(C)nc23)c1,6.4,1.0%,-9.8%,-6.4%,1.8%,0.4%,-1.8%,-4.6%,?
COc1ccc(N(C(C)C(=O)N/N=C/c2cc(Br)c(C)o2)S(C)(=O)=O)cc1 (configuration not stated),0.0,17.7%,6.4%,0.9%,3.5%,22.1%,-1.1%,1.4%,i
CCOc1ccc(NC(=O)CN(C)Cc2cc(=O)n3c(-c4ccccc4)csc3n2)cc1OCC,18.6,-5.5%,-19.1%,-4.0%,-1.1%,?,-1.6%,3.3%,i
Cc1ccc2nc(SCC(=O)Nc3ccc(C#N)cc3)[nH]c2c1,·,·,-19.7%,-19.7%,·,-0.7%,·,·,i
Cc1ccnc(NS(=O)(=O)c2ccc(N3C(=O)C4CCCCC4C3=O)cc2)n1 (configuration not stated),12.3,2.9%,-7.5%,8.9%,3.9%,19.7%,-24.8%,-13.3%,i
O=C(CC1C(=O)N(c2ccc(F)cc2)C(=O)N1Cc1ccc2c(c1)OCO2)Nc1ccc(Cl)cc1 (configuration not stated),·,·,-30.4%,-22.0%,·,-16.7%,·,·,?
COc1ccccc1NC(=O)COc1ccccc1C(=O)c1cnn(-c2ccccc2)c1,-0.1,-1.7%,2.6%,·,-11.3%,-6.4%,-9.6%,?,i
Cc1ccc(N(CCC(=O)N2CCOCC2)S(=O)(=O)c2ccccc2)cc1,3.4,6.5%,1.7%,11.8%,3.5%,·,-6.5%,?,i
O=C(Nc1c2c(nn1-c1cccc(Cl)c1)CS(=O)(=O)C2)c1cccs1,4.8,-7.1%,-26.2%,-18.1%,3.2%,0.1%,-1.7%,0.3%,i
Cc1[nH]n(-c2ccc([N+](=O)[O-])cc2)c(=O)c1C=NCCN1CCN(C(=O)c2ccccc2F)CC1,10.9,?,2µM*,1.4%,-28.4%,?,-4.9%,2.3%,i
Cc1cccc(N2CCN(C(=O)c3cc(S(=O)(=O)N4CCCC4)cn3C)CC2)c1C,27.8,?,-1.8%,-23.7%,14.6µM*,0.0%,14.6µM*,8.2µM*,i
Cc1[nH]c(=O)[nH]c(=O)c1S(=O)(=O)N1CCCC1,6.0,-1.8%,1.3%,-3.8%,9.7%,11.9%,-12.1%,4.1%,i
CCOC(=O)c1nnn(-c2nonc2N)c1COc1cc(C)c(Cl)c(C)c1,20.1,?,-22.8%,2.4%,?,-8.9%,0.3%,?,i
COn1c(SCc2ccccc2)nc2ccccc2c1=O,-1.9,4.9%,3.5%,-14.5%,1.2%,14.0%,6.4%,?,i
CCN(CC(=O)Nc1ccccc1OC)C(=O)c1cc(-c2ccccc2)nn1-c1ccccc1,-10.4,?,6.3%,-18.5%,?,-8.6%,?,?,i
Cc1ccccc1NC(=O)c1c(C)cc(=O)oc1C,0.0,1.1%,6.2%,·,1.0%,5.0%,-14.0%,1.5%,i

Retrieved by structure from the entries so far, 2 records:
Molecule,IL1B secr inh,HT1080-NT tox,HepG2 viability,ATXN2 expr inh,HT1080 IDH1KD tx,KB-3-1 cytotox,SW480 rereplic,MCF10A rerep,ATXN viability
Cc1[nH]n(-c2ccc([N+](=O)[O-])cc2)c(=O)c1C=NCCN1CCN(C(=O)c2ccccc2F)CC1,10.9,?,2µM*,1.4%,-28.4%,?,-4.9%,2.3%,i
Cc1[nH]c(=O)[nH]c(=O)c1S(=O)(=O)N1CCCC1,6.0,-1.8%,1.3%,-3.8%,9.7%,11.9%,-12.1%,4.1%,i

Continuation:
Molecule,IL1B secr inh,HT1080-NT tox,HepG2 viability,ATXN2 expr inh,HT1080 IDH1KD tx,KB-3-1 cytotox,SW480 rereplic,MCF10A rerep,ATXN viability
CC(=O)c1ccc(N2CCN(S(=O)(=O)c3cc4c(cc3C)NC(=O)CO4)CC2)cc1,0.8,?,-30.6%,·,?,-11.6%,-0.1%,-2.7%,i
CNC(=O)c1nc(C)c(C2(C)CC(c3ccccc3)=NO2)s1 (configuration not stated),10.5,9.2%,1.4%,5.0%,2.1%,0.0%,-9.5%,-31.8%[inhibitor],i
CCCCNC(=O)c1ccc(Cn2c(=S)[nH]c3c([nH]c4ccc(OC)cc43)c2=O)cc1,18.0,?,-60.4%,?,18.4µM*,?,?,16.4µM*,·
COc1cccc(CNC(=O)CN2C(=O)COc3ccc(S(=O)(=O)N4CCCCCC4)cc32)c1,-6.3,0.0%,0.8%&-30.3%,·,-15.3%,-10.6%,-3.3%,-3.2%,i
CCOC(=O)N1CCN(c2c(NCCOC)c(=O)c2=O)CC1,-20.3,-5.8%,-6.6%,0.0%,-0.1%,-17.3%,-6.0%,-3.2%,i
CCC(=Nc1ccc(Cc2ccncc2)cc1)c1c(O)n(C)c(=O)n(C)c1=O,0.0,0.8%&1.4%,-10.0%,-17.8%,-3.4%&1.0%,2.4%,-1.8%,-0.7%,i
Nc1nonc1-n1nnc(C(=O)N/N=C/c2cccc(F)c2)c1-c1ccccc1,9.1,-14.7%,-35.6%,-1.0%,-4.9%,-2.0%,-11.5%,-0.8%,i
O=C(Nc1nc(-c2cc3ccccc3oc2=O)cs1)c1ccco1,0.7,-3.2%,-51.7%,23.3%,10.9%,5.3%,-4.5%,-2.1%,i
CCOc1ccc(NC(=O)c2cnn3c(C(F)F)cc(-c4ccc(C)cc4)nc23)cc1,·,·,3.0%,4.2%,·,1.9%,·,·,i
COc1ccccc1-c1nnc(NC(=O)c2ccc(S(=O)(=O)N3CCCC3)cc2)o1,0.0,?,-32.1%,-25.4%,?,?,?,2.7%,i
Cc1ccc(/C=C/c2onc(C)c2S(=O)(=O)N2CCC(C(=O)Nc3cc(F)ccc3F)CC2)cc1,·,·,-28.2%,3.9%,·,-4.1%,·,·,i
CC(C)Cn1cc(NC(=O)N2CCN(c3cccc(Cl)c3)CC2)c2ccccc2c1=O,·,·,-26.7%,-24.6%,·,-4.2%,·,·,i
O=C(O)c1ccc(S(=O)(=O)c2ccc3c(c2)C(=O)N(CC2CCCO2)C3=O)cc1 (configuration not stated),17.6,13.2%,-24.5%,6.2%,6.6%,-3.1%,-0.5%,-0.3%,i
CC1C=CC(C)C(C(=O)c2ccccc2)C1C(=O)c1ccccc1 (configuration not stated),26.2,-15.7%,2.1%,·,-22.7%,-17.8%,·,·,i
Cc1cc2ncn(CC(O)COc3cccc(C(=O)O)c3)c2cc1C (configuration not stated),-5.7,0.3%,-4.7%,-3.2%,11.1%,6.2%,-3.8%,0.3%,i
CCOc1ccc(Br)cc1S(=O)(=O)Nc1ccc(Cl)c(S(=O)(=O)N(CC)c2ccccc2)c1,27.5,-14.3%,-21.2%,-18.2%,-14.1%,1.5%,5.6%,?,?
CC1=NC(C)(C)Cc2ccccc21,-20.8,4.0%,4.7%,2.0%,1.1%,-2.8%,-11.2%,14.6%,i
O=C(c1ccc(Cl)cc1)N1CCCC(C(=O)N2CCc3ccccc3C2)C1 (configuration not stated),-13.8,-8.3%,-7.8%,-20.4%,-11.1%,-4.0%,-30.0%[inhibitor],-3.6%,i
Cc1n[nH]c(=O)c2c(NC(=O)CSc3ccccc3Cl)oc(C)c12,-7.8,10.4%,-2.2%,7.8%,32.2%,-1.2%,-8.7%,12.1%,i
COC(=O)CCC(=O)Nc1sc(C)c(C)c1C(N)=O,-5.3,25.8%,12.3%,9.1%,20.5%,-3.6%,-4.7%,-0.8%,i
CC(C)Oc1cc(F)ccc1-c1cc(C(=O)NC2CCCCC2)[nH]n1,0.0,4.5%,-17.8%,-23.3%,3.2%,0.0%,·,·,?
O=C(COC(=O)c1cccc(NC(=O)c2ccc(Br)cc2)c1)c1ccc(Br)cc1,·,·,-11.0%,19.0%,·,1.3%,·,·,?
CCN(C(=O)c1ccc(NC(C)=O)cc1)c1ccccc1C,19.2,8.9%,-0.2%,3.3%,10.2%,-4.2%,0.8%,2.0%,i
CSC(=NS(=O)(=O)c1ccc(N)cc1)NS(=O)(=O)c1cccs1,2.5,13.7%,1.0%,-3.6%,10.7%,?,-6.9%,-15.2%,i
Cc1ccc(NC(=O)Cn2c(=O)c3cccn3c3ccccc32)cc1,10.3,1.7%,34.5%,3.5%,1.5%,-0.4%,?,?,i
N=C1C(c2nc3ccccc3[nH]2)=C(O)CN1C1CCCCC1,-16.8,2.2%,-3.4%,38.7%,-2.9%,12.0%,-6.7%,1.9%,i
CCN(c1ccc(NC(=O)CN2C(=O)NC3(CCOc4ccccc43)C2=O)cc1)C(C)C (configuration not stated),-22.7,-6.3%,-16.1%,-13.5%,-12.6%,-1.3%,-7.9%,1.1%,?
Cc1ccc(C2CC(C(F)(F)F)n3nc(C(=O)NCc4c(C)nn(C)c4C)c(Cl)c3N2)cc1 (configuration not stated),-13.4,?,-59.2%,?,?,20.6µM*,-0.8%,1.7%,i
O=C(Nc1ccc2[nH]c(=O)[nH]c2c1)c1cccc([N+](=O)[O-])c1,12.0,-2.7%,-0.2%,·,-6.2%,3.8%,0.6%,0.6%,i
COc1ccc(OC)c(S(=O)(=O)CC(O)CS(=O)(=O)c2ccccc2)c1 (configuration not stated),-15.8,2.3%,6.6%,-1.1%,1.8%,4.5%,-10.3%,-3.5%,i
